# High-throughput results: PubChem, several laboratories
# TLR9-MyD88 inh = TLR9-MyD88 interaction inhibition; Q9NR96+Q99836; CHO BLA complementation TLR9-MyD88, CCF4 FRET ratio; inhibition, % at 4.98 µM; actives 0.21% (n = 340,000); AID 504734;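 active = inhibition above the mean over all tested compounds plus 3 SD, cut at about 21% in these data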;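 also: 0% = DMSO only wells and 100% = clavulanate BLA inhibitor control wells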
# Granule exo inh = lytic granule exocytosis inhibition; TALL-104 LAMP-1 surface exposure, flow cytometry; cells stimulated with thapsigargin and PMA; inhibition, % at 10 µM; actives 0.66% (n = 360,000);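 active = inhibition above about 55%, limit read from the data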
# aDG glyco up = increases alpha dystroglycan glycosylation; Pro5-aDG cells, alpha-DG glycosylation AlphaScreen (IIH6); 0% Pro5, 100% B10-LARGE cell signal; activation, % at 10 µM; actives 0.22% (n = 360,000); AID 624168;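 active = activation of at least 8% versus controls, or a plate z-score of at least 8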;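 also: Pro5 are CHO cells carrying HIG-tagged alpha-DG that lacks glycosylation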
# NOD2-RIPK2 inh = inhibitors of human NOD2-RIPK2 interaction. inhibition, % at 4.98 µM. actives 0.38% (n = 360,000). O43353. CHO BLA complementation NOD2-RIPK2, CCF4 ratio; in the data active = inhibition above about 21%;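 also: 0% = vehicle only and 100% = reference blocker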
# Target sequence (O43353 whole entry, looked up): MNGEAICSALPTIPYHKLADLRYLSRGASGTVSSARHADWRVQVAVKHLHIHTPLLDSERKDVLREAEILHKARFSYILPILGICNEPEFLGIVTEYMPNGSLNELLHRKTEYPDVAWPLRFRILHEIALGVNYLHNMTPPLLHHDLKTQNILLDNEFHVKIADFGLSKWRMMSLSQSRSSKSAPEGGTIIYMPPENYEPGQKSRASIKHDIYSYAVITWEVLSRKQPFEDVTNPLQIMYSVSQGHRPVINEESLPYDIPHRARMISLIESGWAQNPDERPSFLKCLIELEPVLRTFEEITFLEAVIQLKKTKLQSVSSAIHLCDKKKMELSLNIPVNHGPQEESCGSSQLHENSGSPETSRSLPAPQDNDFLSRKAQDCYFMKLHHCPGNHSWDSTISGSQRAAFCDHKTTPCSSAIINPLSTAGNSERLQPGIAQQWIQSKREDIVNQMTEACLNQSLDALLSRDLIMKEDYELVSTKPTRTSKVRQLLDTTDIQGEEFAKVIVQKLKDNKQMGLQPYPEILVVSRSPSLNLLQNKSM
# MC4R barr agon = activates human MC4R beta-arrestin recruitment. P32245. U2OS MC4R beta-arrestin complementation, luminescence; percent of melanotan II response, DMSO zero. activation, % at 8.9 µM. actives 0.98% (n = 360,000). AID 540308;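 active = activation above a per-plate cutoff, the mean activation of sample wells on that plate plus 3 SD, cut at about 8% in these data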
# Target sequence (P32245 whole entry, looked up): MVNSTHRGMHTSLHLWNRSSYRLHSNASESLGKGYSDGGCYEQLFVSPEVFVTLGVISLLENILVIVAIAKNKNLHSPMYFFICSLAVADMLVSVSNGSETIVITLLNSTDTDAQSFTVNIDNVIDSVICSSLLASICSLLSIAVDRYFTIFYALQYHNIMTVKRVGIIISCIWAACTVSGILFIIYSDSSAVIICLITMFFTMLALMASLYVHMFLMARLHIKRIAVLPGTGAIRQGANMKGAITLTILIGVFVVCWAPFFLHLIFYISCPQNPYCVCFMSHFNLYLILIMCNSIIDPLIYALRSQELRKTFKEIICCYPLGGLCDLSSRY
# N-glyco inh = blocks N-linked glycosylation in D54 reporter cells; D54 ERlucT glycosylation luciferase reporter, 24 h; percent of 100 nM tunicamycin response; reporter increase, % at 12.5 µM; actives 0.23% (n = 360,000);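 active = mean luciferase reporter signal, scaled so untreated is 0 and the glycosylation-blocking control 100, at or above a set limit in every replicate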;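 also: luciferase carries N-glycosylation sites so blocking glycosylation raises the light; 0% = median of neutral control wells and 100% = median of 100 nM tunicamycin wells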
# ABHD5-PLIN5 inh = inhibitors of human ABHD5-perilipin-5 interaction; Q00G26+Q8WTS1; Split G. princeps luciferase complementation, luminescence, 4 h; inhibition, % at 4 µM; actives 0.78% (n = 360,000);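 active = inhibition above the mean inhibition across every tested compound plus 3 SD, cut at about 22% in these data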;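 also: 0% = DMSO only wells and the 100% control is not disclosed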
# ABCB6 inh 2 = human ABCB6 transporter inhibition; Q9NP58; K562-ABCB6 porphyrin accumulation, flow cytometry, 1 h; hits give low values; fluorescence ratio to DMSO, % at 10 µM; actives 0.19% (n = 360,000); AID 602162;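 active = fluorescence ratio to DMSO below 75%, the collection mean minus 3 SD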;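 also: signal is porphyrin accumulated inside mitochondria; 100% equals median channel fluorescence of DMSO control wells; lower ratio means ABCB6 inhibition with less porphyrin fluorescence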
# Vif imaging = inhibitors of HIV Vif | HEK293T cells, Vif self-association by quenched fluorescence, imaging, 24 h | inhibition, % at 7.49 µM | actives 0.35% (n = 340,000); in the data active = inhibition above about 50%, passing the limit was not always enough; also: some results filed as inactive read as strong as hits
# MC4R antagonist = blocks human MC4R cAMP signaling. P32245. MC4R-expressing cells, MTII-stimulated cAMP, LANCE TR-FRET. inhibition, % at 6.5 µM. actives 0.48% (n = 360,000);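 active = inhibition above its plate's cutoff, the mean of tested wells on that plate plus 3 SD, cut at about 29% in these data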;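 also: 0% = Melanotan II alone and 100% = Melanotan II plus saturating MCL0020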
#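 Assay system: U2OS-MC4R stable cell line; Also added: Melanotan II; Technique: Eu-cAMP/anti-cAMP TR-FRET, emission 671 nm; Times: 30-min compound, 1-h challenge, 1-h detection, room temperature.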
# * = called active by the depositor; / = not tested or not shown. A portion of the library; count on the stated rates, not on these rows.
SMILES,TLR9-MyD88 inh,Granule exo inh,aDG glyco up,NOD2-RIPK2 inh,MC4R barr agon,N-glyco inh,ABHD5-PLIN5 inh,ABCB6 inh 2,Vif imaging,MC4R antagonist
COc1ccc(NC(=O)C2Cc3c(-c4ccncc4)ccnc3O2)cc1OC (configuration not stated),/,-11,-0.1,-5,4.0,1,-6,97,-6,7
O=C(NCc1ccccn1)c1ccc(=O)oc1,-1,-1,2.1,-3,2.6,-1,14,94,17,2
O=C(COC(=O)C12CC3CC(CC(Br)(C3)C1)C2)N1CCOCC1,-8,4,-0.7,-3,-2.5,1,2,99,3,1
CCOc1ccccc1CNc1ncnc2ccc(-c3c(C)noc3C)cc12,10,-4,3.2,-2,0.3,10,-4,92,-4,0
N/C(Cc1ccc(Cl)cc1)=N\OC(=O)CCc1ccccc1,3,13,-0.1,-8,-1.6,0,0,100,/,9
Cc1c(Cl)cnc(NC(=O)COC(=O)c2ccc([N+](=O)[O-])s2)c1Cl,-11,-1,0.1,4,2.1,0,0,105,-1,18
COc1ccccc1CN(C)C(=O)C(c1ccccc1)c1ccccc1,-11,36,0.4,5,-0.5,-2,-4,73*,-2,0
CCC(=O)Nc1cc(C(=O)OC(C(=O)c2ccc(C)c(C)c2)c2ccccc2)ccc1C (configuration not stated),-19,0,-0.1,-7,1.1,-3,-6,96,-4,0
C=CCN1C(=O)C(C)S/C1=N\S(=O)(=O)c1ccc(Cl)cc1 (configuration not stated),4,0,-0.1,0,1.0,1,8,97,13,-5
Cn1c(=O)c2cc(NC(=O)Cc3cccc4ccccc34)ccc2n1-c1ccccc1,/,-4,0.1,1,0.6,23,-5,102,16,-2
N#C/C(=C\c1cn(-c2ccccc2)nc1-c1cc2ccccc2o1)c1nc2ccccc2[nH]1,-23,-4,-0.2,2,-0.3,0,0,103,5,-5
Cc1ccc(S(=O)(=O)O/N=C2/CCCc3occc32)cc1,-11,-5,0.2,8,-0.2,3,-7,95,0,2
CN(C)c1ccc(/C=N\S(=O)(=O)c2ccccc2)cc1,10,4,0.0,-1,-2.4,3,-5,100,/,6
CN(C)S(=O)(=O)c1ccc(C(=O)N2CCN=C2SCc2ccccc2)cc1,-8,-3,-0.5,3,2.0,0,6,98,3,6
Cc1onc(-c2c(Cl)cccc2Cl)c1NC(=O)NNc1ccccc1,-4,-1,0.1,8,-1.3,0,-3,102,4,0
CC(C)c1cc(C(F)(F)F)n2nc(C(=O)O)cc2n1,0,0,0.0,2,-0.9,2,-4,99,/,0
O=C(c1ccco1)N1CCN(c2ncnc3scc(-c4ccc(F)cc4)c23)CC1,-2,21,0.4,8,1.6,-3,5,96,-6,17
Cc1ccc(SCCN2CCN(CC(C)C)CCC2=O)cc1,1,-8,0.0,-23,-0.1,0,5,98,-1,-2
CC1(C)CC(=O)C=C(c2cccc3c2oc2ccccc23)C1,-5,-1,0.2,1,0.4,-3,-1,97,3,0
NC(=O)C1CCN(C(=O)CCSc2ccc(Cl)cc2)CC1,-7,-2,0.1,-4,1.4,1,-8,106,0,4
CN(C)S(=O)(=O)c1cccc(NC(=S)N/N=C/c2ccc(O)c(O)c2O)c1,5,8,-0.1,-7,-1.1,0,-13,98,-12,12
COc1cc(/C=N/NC(=O)c2ccncc2)ccc1Oc1ccc([N+](=O)[O-])cn1,1,4,0.1,-3,-2.7,3,2,103,-10,5
COc1ccc(CCNC(=O)CCS(=O)(=O)c2ccc3c(c2)CCN3C(C)=O)cc1OC,-8,2,-0.3,-7,-3.3,1,-1,97,43,-1
CCOc1ccc(N(C)S(=O)(=O)c2csc(C(N)=O)c2)cc1,-7,5,0.0,-19,0.6,-1,12,97,2,-3
COc1ccc(C2C(C#N)=C(N)Oc3c2oc(CO)cc3=O)cc1 (configuration not stated),-1,-4,-0.3,-2,5.0,0,12,99,0,-5
O=C(CN1CCN(c2ccc(F)cc2)CC1)Nc1nnc(-c2ccccc2)s1,-6,-1,0.2,-7,-2.4,1,2,99,14,-3
CC(OC(=O)Cc1ccccc1[N+](=O)[O-])C(=O)Nc1ccc(Cl)cn1 (configuration not stated),2,-9,-0.2,1,-1.7,1,2,99,0,10
CCCCOn1c(C)c(C(=O)OCC)c2c3no[n+]([O-])c3ccc21,0,4,-0.3,-1,1.3,-2,0,102,-4,6
CC(C)CNC(=O)c1cnn2c(C(F)(F)F)cc(C(F)(F)F)nc12,/,-13,0.1,-12,-1.1,-1,10,99,1,9
NNC(=O)CSCc1ccc(Cl)cc1Cl,3,-3,1.2,-7,0.4,-1,0,86,-2,0
CCOc1ccccc1C1NC(=O)NC(C)=C1C(=O)OCc1ccccc1 (configuration not stated),4,4,0.0,-5,-0.5,-1,6,100,-1,18
COc1ccc(CNC(=O)CCC(=O)N2CCN(C(C)=O)CC2)cc1,-2,-17,0.0,-4,0.1,1,-2,109,9,7
O=c1sc2ccccc2c(N2CCOCC2)c1[N+](=O)[O-],0,-9,0.0,-1,-0.8,4,2,90,3,-5
O=C(O)CCCn1cc(NC(=O)COc2ccccc2F)cn1,-1,1,-0.1,2,-0.1,1,0,98,3,16
COc1ccc(/C=N/NC(=O)c2ccc3nc[nH]c3c2)c(OC)c1,-1,-1,-0.1,5,0.7,1,9,94,16,-7
C=CCn1c(SCC(=O)c2ccccc2)nnc1-c1ccc2c(c1)OCO2,-7,-3,0.3,-13,-1.1,-2,1,138,17,1
CC1CCN(CC(=O)Nc2ccc(S(=O)(=O)NC3CC3)cc2)CC1,1,-5,0.2,-2,-2.1,1,-10,98,0,12
COc1ccc(C(=O)NC(=S)Nc2ccc(S(=O)(=O)Nc3cc(OC)nc(OC)n3)cc2)cc1,2,6,-0.3,-13,-2.6,-1,1,97,-26,3
Cc1cccc(NC(=O)c2nc[nH]c2C(=O)NC[C@H](C)O)c1,2,-4,-0.1,-3,-0.3,4,-2,96,-1,9
S=C(c1ccc(Cl)cc1)N1CCN(Cc2ccccc2)CC1,-16,0,0.3,12,-1.4,-3,-3,101,-3,-2

# Reformatted: 2 of the compounds above
Compound: CC(C)CNC(=O)c1cnn2c(C(F)(F)F)cc(C(F)(F)F)nc12
  TLR9-MyD88 inh: /; Granule exo inh: -13; aDG glyco up: 0.1; NOD2-RIPK2 inh: -12; MC4R barr agon: -1.1; N-glyco inh: -1; ABHD5-PLIN5 inh: 10; ABCB6 inh 2: 99; Vif imaging: 1; MC4R antagonist: 9
Compound: COc1ccc(NC(=O)C2Cc3c(-c4ccncc4)ccnc3O2)cc1OC (configuration not stated)
  TLR9-MyD88 inh: /; Granule exo inh: -11; aDG glyco up: -0.1; NOD2-RIPK2 inh: -5; MC4R barr agon: 4.0; N-glyco inh: 1; ABHD5-PLIN5 inh: -6; ABCB6 inh 2: 97; Vif imaging: -6; MC4R antagonist: 7

# (next part)
SMILES,TLR9-MyD88 inh,Granule exo inh,aDG glyco up,NOD2-RIPK2 inh,MC4R barr agon,N-glyco inh,ABHD5-PLIN5 inh,ABCB6 inh 2,Vif imaging,MC4R antagonist
Cc1ccc(C)c(Oc2ncnc(N)c2[N+](=O)[O-])c1,2,-7,-0.1,-6,-1.4,1,-2,93,0,0
Cc1ccc(C(=O)N(CCC2=CCCCC2)c2c(N)n(Cc3ccccc3)c(=O)[nH]c2=O)o1,-3,0,0.6,-3,-3.3,-2,-3,87,-2,17
CCOc1ccc(S(=O)(=O)N2CCN(C(=O)c3cccnc3)CC2)cc1,-6,-3,0.3,-4,0.5,-1,4,98,13,0
COC(=O)C[C@@H]1C=C[C@@H](NS(=O)(=O)c2ccccc2OC)[C@@H](CO)O1,/,-4,0.2,-11,/,/,0,/,/,/
CC(C)c1ccc(C2(O)C(=O)Nc3cc(Br)ccc32)c(O)c1 (configuration not stated),2,-18,0.1,1,-0.9,-1,-10,97,/,-1
Nc1cc([N+](=O)[O-])ccc1Nc1ccc(O)cc1,-12,39,-0.3,-6,-0.1,4,-2,98,-6,-12
O=C(O)CN1C2=NCCCN2c2ccccc21,4,-1,0.0,-5,-0.5,1,-9,92,2,8
Cc1cccc(Cl)c1NC(=S)NN,4,-6,-0.1,-2,-0.3,-1,-9,100,9,6
COCCn1c(C)cc(C2=NNC(=NC(C)(C)C)SC2)c1C,-7,-3,-0.5,7,-0.1,-4,-8,95,0,3
CCN(CC)S(=O)(=O)c1ccc(C)c(NC(=O)CSc2ncc(C(F)(F)F)cc2Cl)c1,7,0,0.4,-8,9.8*,0,-5,110,2,13
Clc1ccc(SCCCCn2cncn2)cc1,0,1,-0.1,6,-0.1,-1,-3,84,15,7
CC1(C)Cc2ccccc2C2=C(C(=O)N3CCCCCC3)C(=O)C(=O)N21,-1,1,-0.4,-1,-1.4,3,-2,97,5,5
O=C1Nc2ccccc2/C1=N\c1sc2c(c1C(=O)Nc1ccccc1)CCCC2,-2,0,0.0,-7,-0.6,3,-24,96,-6,14
CCC(=O)NC(=S)Nc1ccc(NC(=O)c2cc3ccccc3o2)c(OC)c1,/,-1,-0.1,-9,-0.1,-4,-5,102,3,-4
CN(CC(=O)Nc1ccccc1Cl)C(=O)c1ccccc1SCC(=O)N1CCCC1,-1,-1,-0.2,-4,-0.1,0,1,103,0,8
Cc1cc(C)cc(N(CC(=O)Nc2ccccc2-c2ccccc2)S(=O)(=O)c2ccccc2)c1,5,2,0.2,-14,-1.1,-8,4,99,2,3
O=C(NCCCN1CCN(c2ccccc2F)CC1)C1CC(=O)N(C2CCCC2)C1 (configuration not stated),-1,-2,0.1,-9,-0.7,1,-6,95,5,17
O=C(CN1CCN(S(=O)(=O)c2ccc(Br)cc2)CC1)N/N=C/c1ccc(Br)s1,4,10,0.1,0,9.0*,1,16,91,-7,-5
Nc1nc(CSc2ncccn2)nc(Nc2ccccc2)n1,-4,0,0.4,-6,2.7,1,-5,94,2,13
Cc1ccc(S(=O)(=O)NCCCn2ccnc2)cc1,5,0,0.0,8,-0.7,0,2,98,12,4
CCCCOc1ccc(-c2nc(=S)[nH][nH]2)cc1,6,8,-0.1,-10,0.3,1,-19,88,-2,2
COc1ccccc1-n1cc(-c2ccccc2)[nH]c1=S,5,-6,-0.1,-1,0.2,3,-6,94,-12,-2
O=C(CSc1nc2ccccc2s1)Nc1cc(C(=O)O)cc(C(=O)O)c1,-1,3,0.0,1,-1.9,0,1,95,8,2
O=CN1CCN(C(=O)C(=O)c2cn(CC(=O)N3CCCCC3)c3ccccc23)CC1,-8,-2,0.1,-1,-1.1,1,-6,95,18,4
CC(C)(C)C(=O)NNc1nc(-c2ccccc2)c2cc(Br)ccc2n1,-5,-1,0.0,-2,1.7,-2,0,92,-3,18
CC(=O)N1CCN(C(=O)c2cccc(S(=O)(=O)N3CCOCC3)c2)CC1,-7,-3,-0.3,-9,-1.1,0,4,96,/,17
O=[N+]([O-])c1cccc(N=Nc2ccc(O)cc2O)c1,3,-15,-0.5,-10,-3.2,-2,7,96,-11,-8
COc1ccc(C2N(c3ccccn3)C(=O)C3CCCN32)c(OC)c1 (configuration not stated),13,-2,0.2,5,-0.2,0,-1,92,-5,5
CCO/C=C1/C(=O)N(CC)c2ccccc21,0,-1,-0.1,1,1.9,-1,0,96,-1,-2
Cc1cc(C)nc(NS(=O)(=O)c2ccc(NC(=O)NC3CCCCC3)cc2)n1,-3,1,-0.1,1,3.6,0,7,95,20,6
